# m5-HT2A agonist – agonists of mouse serotonin 5-HT2A receptor (HTR2A). P35363. CHO-K1 mHTR2A beta-arrestin complementation, luminescence; percent of 30 µM serotonin response. activation, % at 7.6 µM. actives 0.66% (n = 360,000). AID 624169;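 active = activation above a run cutoff, the mean activation of all tested compounds plus 3 SD, cut at about 14% in these data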;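 also: 0% = plate median of compound wells and 100% = 30 µM serotonin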
# Target sequence (P35363 whole entry, looked up): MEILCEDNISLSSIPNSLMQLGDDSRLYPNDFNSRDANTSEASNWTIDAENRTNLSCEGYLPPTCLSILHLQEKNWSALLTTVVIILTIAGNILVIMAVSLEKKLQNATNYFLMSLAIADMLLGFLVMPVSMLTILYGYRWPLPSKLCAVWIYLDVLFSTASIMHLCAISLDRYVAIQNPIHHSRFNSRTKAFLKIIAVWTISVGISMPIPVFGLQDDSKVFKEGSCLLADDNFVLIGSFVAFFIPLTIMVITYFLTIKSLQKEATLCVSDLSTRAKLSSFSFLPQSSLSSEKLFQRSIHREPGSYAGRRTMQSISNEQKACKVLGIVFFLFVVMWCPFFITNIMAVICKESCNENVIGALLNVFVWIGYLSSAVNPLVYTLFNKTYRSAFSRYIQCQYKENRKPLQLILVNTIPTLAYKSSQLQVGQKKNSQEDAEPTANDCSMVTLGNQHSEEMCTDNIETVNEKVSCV
# TRPM1 prom inh – MITF TRPM1 promoter inhibition in SK-MEL-5 cells. inhibition, % at 12.5 µM. actives 0.83% (n = 330,000). SK-MEL-5 TRPM1 promoter luciferase, 24 h;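 active = mean inhibition across replicates of 60% or more, whatever share of single replicates reaches that level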; also: values of inactives mirror those of a sister screen read the other way
# CaV13 FRET inh – Disruptors of the CACNA1D IQ motif to Ca2+-dependent inactivation inhibitor domain association, primary screening, Förster resonance energy transfer in intact living …. HEK cells, CFP/YFP FRET ICDI-IQ, plate reader, 10 min; percent FRET-ratio fall versus neutral wells. inhibition, % at 12.3 µM. actives 0.098% (n = 340,000). AID 743397;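 active = mean replicate inhibition of at least 30% and at least 1% of replicates passing that level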;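 also: 0% = median of the neutral control wells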
# PDI inh – PDI (human) enzyme inhibition. actives 0.052% (n = 350,000). P07237. inhibition, % at 10 µM. PDI insulin aggregation turbidity, A650, 90 min;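 active = mean inhibition across replicates of 30% or more, whatever share of single replicates reach that level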;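 also: absorbance from insulin aggregation driven by PDI reduction with DTT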
# hiPSC survival – increases survival of single human iPS cells. hiPSC single-cell survival, ATPlite luminescence; 100% = ROCK inhibitor wells, 0% = DMSO. AID 602274. survival enhancement, % at 20 µM. actives 0.044% (n = 360,000); in the data active = survival enhancement above about 18%;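 also: cells exposed to compounds for 16 hours before the ATP read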
# Peg3 prom inh – Peg3 promoter activity inhibition. HeLa PEG-Prom luciferase reporter, luminescence, overnight. inhibition, % at 20 µM. actives 1.7% (n = 360,000). AID 588405;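 active = inhibition of at least 50% at 20 µM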
# NR2E3 ag-1 – activates human NR2E3 receptor; AID 602229; actives 0.35% (n = 360,000); CHO-S Gal4-NCOR/VP16-NR2E3 two-hybrid, luciferase; inhibition of corepressor binding, % at 3.98 µM;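 active = inhibition above the mean of all tested compounds plus 3 SD, cut at about 70% in these data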;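 also: 0% = DMSO with NR2E3 transfected cells and 100% = cells lacking NR2E3 construct; higher means lower luciferase signal from less NR2E3 corepressor binding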
# Target sequence (Q9Y5X4 whole entry, looked up, the tested form may be a part): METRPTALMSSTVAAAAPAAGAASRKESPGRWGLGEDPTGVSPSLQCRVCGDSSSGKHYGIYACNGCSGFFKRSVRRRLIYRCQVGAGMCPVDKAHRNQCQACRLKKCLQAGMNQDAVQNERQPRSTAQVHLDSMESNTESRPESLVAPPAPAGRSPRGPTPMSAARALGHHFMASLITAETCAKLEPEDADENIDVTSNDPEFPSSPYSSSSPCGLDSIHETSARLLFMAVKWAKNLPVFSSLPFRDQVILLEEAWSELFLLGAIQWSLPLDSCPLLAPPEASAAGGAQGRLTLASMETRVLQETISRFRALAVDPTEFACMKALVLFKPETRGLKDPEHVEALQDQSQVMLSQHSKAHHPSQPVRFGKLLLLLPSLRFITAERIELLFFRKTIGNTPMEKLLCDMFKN
# NR2E3 ag-2 – NR2E3 (human) agonism | inhibition of corepressor binding, % at 4.78 µM | AID 2300 | Q9Y5X4 | GST-NR2E3/biotin-RetCOR TR-FRET, 1536-well | actives 0.12% (n = 320,000);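 active = percent inhibition above the cutoff of mean plus 3 SD of all tested compounds, set per screening campaign, cut at about 20% in these data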;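 also: 0% = DMSO wells and 100% = biotin wells as full block of FRET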
#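 Assay system: NR2E3–RetCOR corepressor complex. Quantity: 1.35 nM GST-NR2E3. Buffer or medium: pH 7.5 Tris-based buffer. Reagent: biotinylated RetCOR corepressor at 7 nM final. Schedule: 5 h at 4 °C. Detection: TR-FRET, emission read at 617 and 671 nm. Replicates: one well per compound, singlicate testing.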
# HIF-2a block – blocks HIF-2a reporter activity. actives 0.72% (n = 360,000). inhibition, % at 18.8 µM. 786-0 RCC cells HIF-2a reporter, luciferase luminescence, overnight;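 active = inhibition of the luminescence signal of 40% or more relative to plate controls, in a single-dose primary screen at 18.75 µM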
# Shn3 3UTR inh – inhibitors of Schnurri-3 3'UTR reporter in osteoblasts | AID 588674 | actives 0.52% (n = 360,000) | Clone20 osteoblast Shn3 3'UTR firefly luciferase, 24 h | inhibition, % at 12.5 µM;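 active = mean inhibition of at least 75% with every replicate also reaching 75%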;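 also: 0% = median of neutral control wells and 100% = pilot-screen positive control compound; some compounds past the cut are filed as inactive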
# H9c2 protect – modulators protecting cardiomyocytes from myocardial damage; protection from H2O2 cell death, % at 20 µM; actives 0.63% (n = 360,000); H9c2 cardiomyocytes, H2O2 injury protection, ATPLite, 2 h; AID 588492;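 active = compounds giving at least 50% protection of heart cells from peroxide-induced death in the single-dose screen, raw or plate-pattern-corrected value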;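 also: 0% = DMSO wells with peroxide and 100% = DMSO wells without peroxide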
# Starred values were filed as active, the others as inactive; / = no result given.
SMILES	m5-HT2A agonist	TRPM1 prom inh	CaV13 FRET inh	PDI inh	hiPSC survival	Peg3 prom inh	NR2E3 ag-1	NR2E3 ag-2	HIF-2a block	Shn3 3UTR inh	H9c2 protect
CCSc1nc2ccccc2n1C(=O)c1ccc(S(=O)(=O)N2CCCCCC2)cc1	8	15	-17	15	0.2	10	-5	0	-4	4	1
COc1cccc(CNC(=O)C2CCN(c3nnc(N4CCCC4=O)s3)CC2)c1	4	/	-10	/	-3.2	11	23	3	5	-28	8
CC(C)[C@H](NC(=O)c1ccccc1F)C(=O)NNC(=O)c1cccs1	10	5	-5	5	0.2	-3	7	/	9	-7	-2
C=CC(=O)NC1CC2CCC1(C)C2(C)C (stereo not drawn)	5	3	-19	1	-0.5	5	4	0	15	2	8
CCOC(=O)N=S(N)(=O)c1ccccc1 (stereo not drawn)	3	0	-7	2	3.0	7	0	2	-5	-15	-1
CCN(C(=O)COC(=O)c1cccnc1SC)c1c(N)n(Cc2ccccc2)c(=O)[nH]c1=O	6	-1	-6	11	2.2	-14	3	0	9	-5	2
O=c1[nH]c2c(c(=O)[nH]1)OCN(Cc1ccccc1)C2	6	0	-6	8	-2.9	-22	15	/	5	-15	-2
O=C(NC1CC1)C1CCN(S(=O)(=O)c2ccc(Cl)cc2)CC1	-3	2	-4	-11	-0.3	3	6	6	10	2	-4
CC1Sc2ccc(S(=O)(=O)CCC(=O)N3CCCCC3)cc2NC1=O (stereo not drawn)	8	0	-5	-5	-0.1	-4	-5	-3	6	3	2
CCN(CC(=O)NCc1ccc(Cl)cc1)CC(=O)NC1(C#N)CCCC1	11	8	-8	5	-0.7	-3	-1	-3	10	-1	7
CCOC(=O)c1nc(Nc2ccccc2C)c2ccccc2n1	2	0	-18	7	1.5	-5	15	-3	6	-4	3
Cn1c(NN)nc2sc3c(c2c1=O)CC(C)(C)OC3	3	11	-6	12	0.6	16	-19	-1	15	11	15
CCCN1CCN(C(=O)C(NC(=O)c2ccco2)C(C)C)CC1 (stereo not drawn)	-1	7	-2	0	-0.4	7	14	2	3	-10	-5
CCOCCOCCC(C(=O)OCC)P(=O)(c1ccccc1)c1ccccc1 (stereo not drawn)	3	4	-3	3	-0.9	8	16	2	4	18	4
Cc1ccc(C)c(NC(=O)c2cc(-c3ccccc3)nn2-c2ccccc2)c1	-5	1	-20	-5	-0.6	21	-3	1	17	18	-6
CCN1C(=O)C(CC(=O)Nc2ccc(OC)cc2)N(CCc2ccc(OC)cc2)C1=S (stereo not drawn)	-1	-7	1	10	-2.0	12	5	6	-25	20	5
Cc1c(CCO)c(=O)n2c([nH]c3ccccc32)c1C#N	-8	-1	-14	0	-0.5	16	1	-3	15	5	0
CC12C(=O)N(c3nccs3)C(=O)C1(C)C1CCC2O1 (stereo not drawn)	-2	/	-11	-3	1.0	1	-14	/	10	-12	5
O=C(OCC(=O)N(Cc1ccccc1)Cc1ccccc1)c1ccccc1NCCO	5	-15	-15	-9	-0.6	8	13	-1	-29	14	8
O=C(Nc1ccc(Cl)cc1)C1CCCCN1S(=O)(=O)c1ccccc1 (stereo not drawn)	-3	/	-6	-4	-0.2	13	-18	/	-8	28	-13
CCc1nc(N2CCCCC2C)c2oc3ccccc3c2n1 (stereo not drawn)	-2	14	-4	-1	-1.6	32	-44	-1	2	25	0
CCCC(=O)NC(Nc1ccc(S(=O)(=O)Nc2ncccn2)cc1)(C(=O)OCC)C(F)(F)F (stereo not drawn)	12	-8	-4	1	-0.1	8	-3	3	13	-5	7
FC(F)(F)C(F)(F)c1nnc2ccc(-n3ccnc3)nn12	3	12	-6	-2	1.1	18	-4	-1	16	-10	-8
COc1ccc(C(=O)c2sc3nc(C)cc(-c4cccs4)c3c2N)cc1	0	3	-32	-1	0.9	24	-18	/	-3	8	-5
COc1cccc(NC(=O)CCS(=O)(=O)c2cc3c(cc2Cl)NC(=O)CO3)c1	12	0	-4	8	-0.4	-9	-21	-4	10	-3	2
CC1CCN(S(=O)(=O)c2ccc(NC(=O)CN3CCN(c4ccccc4)CC3)cc2)CC1	-2	18	-8	1	-0.2	3	-1	2	-4	78	-10
CC(NCc1ccccc1Cl)C(=O)Nc1ccc(C#N)cc1 (stereo not drawn)	1	5	6	3	-0.6	6	-8	-1	4	19	-6
O=C(NC(c1ccc(Cl)cc1)c1c(O)ccc2ccccc12)c1ccccc1 (stereo not drawn)	1	19	-8	9	0.4	58*	20	3	20	3	-10
CCc1c(C)[nH]c2nc3ccccc3n2c1=O	1	3	-3	-8	0.8	-15	-1	0	-20	-4	-5
COc1ccc(Br)cc1C(=O)Nc1nnn(C)n1	0	0	-5	6	-0.4	-7	9	1	-1	-8	-2
S=C(Nc1ccccc1)N1CCN(C(=S)c2ccccc2)CC1	5	8	1	1	-0.8	-39	-39	-2	-84	18	-2
CC1Cc2ccccc2N1C(=O)C1CCN(S(=O)(=O)Cc2ccccc2)CC1 (stereo not drawn)	2	12	-6	-2	4.8	21	-3	2	13	8	-5
CC(=O)OC1OCCOC1NC(=S)Nc1ccc(C)cc1 (stereo not drawn)	3	-7	0	13	0.8	5	-7	0	18	-3	5
CCc1nc(SCC(=O)NCCc2ccccc2)n[nH]1	2	-3	0	4	-3.5	1	-12	-2	9	-10	1
CCOC(=O)CSc1nc2sc(C(=O)O)c(C)c2c(=O)[nH]1	-6	0	-6	3	0.1	7	-19	-2	9	1	2
CC1CCC(NC(=O)c2ccc(COc3ccccc3)o2)CC1 (stereo not drawn)	-2	-6	-6	-1	-0.3	-55	-10	4	-64	3	-11
COCCCNC(=S)N1CCN(c2nc(C)nc3sc4c(c23)CCCC4)CC1	-4	-1	-20	-2	0.4	16	10	-1	12	17	16
CCNC(=O)C1(C)CCCN(C(=O)c2csc3ccccc23)C1 (stereo not drawn)	7	/	-7	-1	1.9	12	-5	/	3	0	-5
Cc1c(C(=O)Nc2ccc(F)cc2)oc2ccc(S(=O)(=O)N3CC(C)CC(C)C3)cc12 (stereo not drawn)	-9	45	-7	-3	1.6	34	11	-1	21	76	-6
COc1cccc(-c2cc(C(=O)NCCN3CCOCC3)no2)c1	-5	8	-10	1	-0.8	-8	-2	-4	-5	-16	-3
COc1ccc(OCCC(=O)Nc2nccs2)cc1	3	-10	-4	-3	-1.0	-15	-6	-1	-25	-11	-6
Cc1ccc(NC(=S)Nc2cccc3cnccc23)cc1	-1	12	-5	11	-1.1	-134	-40	-2	-158	-14	-8
O=C(OCC(=O)N1CCCC1)c1c(Cl)cccc1Cl	0	4	-4	-6	1.0	-36	-16	1	-50	-4	6
COc1ccc(-c2coc3c(C(=O)NCc4ccc(C(F)(F)F)cc4)cccc23)c(C)c1	-9	/	-5	-4	-1.3	7	13	/	-4	49	-5
CCc1ccc(NS(=O)(=O)c2ccc(OC)c3ncccc23)cc1	4	5	-4	-3	-0.2	12	0	-1	18	26	0
C=CCNC(=O)c1c(O)c2cccc3c2n(c1=O)CCC3	-3	0	-1	8	2.5	21	7	-2	-16	17	-10
CCn1ncc2c1C(=O)NC1c3ccccc3C(=O)N21 (stereo not drawn)	3	-16	-5	2	-1.5	-13	-7	1	-9	-7	59*
O=C(CN1c2cccc3cccc(c23)S1(=O)=O)Nc1c(F)c(F)c(F)c(F)c1F	0	-6	-7	-6	3.3	17	15	/	3	-21	0
O=C(c1cccc(Cl)c1)N1CCN(CCCc2ccccc2)CC1	-9	-18	-1	1	0.6	-22	-2	1	-29	-12	-5
CC(=O)N(C(C)=O)n1c(C)nc2sc3c(c2c1=O)CCCC3	6	-23	-20	10	-0.4	14	-23	-3	5	15	1
CC1=C(C(=O)OCC2CCCO2)C(c2coc3ccc(Cl)cc3c2=O)C2=C(CCCC2=O)N1 (stereo not drawn)	-2	21	-3	0	0.8	26	-41	2	24	-10	2
CC(C)(C)SCCNC(=O)c1cccc([N+](=O)[O-])c1	-1	-13	-5	-6	0.7	-44	-20	-1	-42	-15	8
COc1ccc(N)c2c1C(=O)c1ccccc1C2=O	-1	-16	-7	1	-2.2	-115	-31	-32	-132	-29	13
O=C(Nc1cccc(S(=O)(=O)NC2=NCCC2)c1)c1cc(=O)[nH]c2ccccc12	-2	4	-6	-1	-0.5	-10	-3	0	-6	-17	7
COc1ccc(NC(=O)CSCC(=O)N(C)Cc2ccc(Cl)c(Cl)c2)cc1	-6	-5	-5	2	-0.4	8	2	0	-13	2	3
Cc1noc(C)c1COc1ccc(C(=O)N2CCC(C)CC2)cc1	5	-7	-3	-9	0.0	0	3	2	0	-1	0

# Going on with the list.
SMILES	m5-HT2A agonist	TRPM1 prom inh	CaV13 FRET inh	PDI inh	hiPSC survival	Peg3 prom inh	NR2E3 ag-1	NR2E3 ag-2	HIF-2a block	Shn3 3UTR inh	H9c2 protect
Cc1ccc(NC(=S)N2CCCCC2)cc1C	10	-15	-4	-2	-0.1	-57	-15	-1	-99	4	0
COC(=O)c1ccc(C(=O)NC2CC(C)(C)Cc3c2cnn3-c2ccc(F)cc2)nc1 (stereo not drawn)	-11	14	-6	-8	0.3	-4	-88	-3	-108	-12	-6
Cc1c(NC(=O)c2cc(=O)[nH]c3ccccc23)c(=O)n(-c2ccccc2)n1C	-2	-2	-5	-4	-2.3	49	8	4	16	8	7
Cc1cc(-c2ccccc2)cc(=O)[nH]1	0	-1	-9	-12	-1.5	-23	-28	/	-13	7	1
CCOc1ccc(CCN2C(=O)C(=O)N([C@@H](Cc3ccccc3)CN3CCC[C@H]3CN3C(=O)C(=O)NC[C@@H]3Cc3ccccc3)C[C@@H]2Cc2ccccc2)cc1	1	/	-6	/	0.1	/	-19	/	-21	/	/
O=C(O)CC(CP(=O)(c1ccccc1)c1ccccc1)C(=O)O (stereo not drawn)	-5	14	-9	2	-0.9	5	14	0	24	-31	2

# Complete entries as entered above. Order of values: m5-HT2A agonist	TRPM1 prom inh	CaV13 FRET inh	PDI inh	hiPSC survival	Peg3 prom inh	NR2E3 ag-1	NR2E3 ag-2	HIF-2a block	Shn3 3UTR inh	H9c2 protect
# CCOc1ccc(CCN2C(=O)C(=O)N([C@@H](Cc3ccccc3)CN3CCC[C@H]3CN3C(=O)C(=O)NC[C@@H]3Cc3ccccc3)C[C@@H]2Cc2ccccc2)cc1 in the list: 1	/	-6	/	0.1	/	-19	/	-21	/	/
# Cc1cc(-c2ccccc2)cc(=O)[nH]1 in the list: 0	-1	-9	-12	-1.5	-23	-28	/	-13	7	1
# O=C(O)CC(CP(=O)(c1ccccc1)c1ccccc1)C(=O)O (stereo not drawn) in the list: -5	14	-9	2	-0.9	5	14	0	24	-31	2

# Compound activity as filed in PubChem BioAssay.
